Screening results from PubChem BioAssay.
MLLE-PAM2 inh: inhibitors of PABP1 MLLE–PAM2 peptide binding, primary screen, biochemical, fluorescence polarization, FITC-PAM2, GST-MLLE; Polyadenylate-binding protein 1 (Homo sapiens), P11940; inhibition, % at 20 µM; 0.36% of 360,000 active; AID 588489, 2011; in the data active means inhibition above about 35%, passing the limit was not always enough;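 further: plate controls were DMSO wells with GST-MLLE for no effect and wells lacking GST-MLLE protein for full effect; some results filed as inactive read as strong as hits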
TbMetRS inhib: T. brucei MetRS inhibitors, primary screen, biochemical, luminescence; AID 624268, 2012; purified T. brucei MetRS, ATP depletion, Kinase-Glo luminescence; 0.4% of 360,000 active; inhibition, % at 11.9 µM; methionyl-tRNA synthetase (Trypanosoma brucei brucei);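 active means inhibition above a per-plate cutoff of the control wells' mean inhibition plus 3 SD, cut at about 5.5% in these data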;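 further: 0% = DMSO wells median and 100% = median of wells with control inhibitor compound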
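Material: T. brucei methionyl-tRNA synthetase, purified; reagent: substrates ATP, L-methionine and bulk Escherichia coli tRNA; dosing: 11.9 µM single point; timing: 15 min plus 2 h at 25 °C; detection: luminescence of leftover ATP; evaluation: % inhibition; control set: DMSO-only wells as low control; replicates: singlicate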
CSN deneddyl inh: inhibitors of CSN-mediated cullin deneddylation, primary screen, biochemical, fluorescence polarization, uHTS | COP9 signalosome complex subunit 5 (Homo sapiens), Q92905 | Purified CSN, SCF-Nedd8-OG deneddylation | inhibition, % at 12.5 µM | 0.38% of 360,000 active | AID 651999, 2013;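 active means pattern-corrected inhibition above about 35%, with an unprinted fluorescence ratio check between 0.5 and 1.5, limit read from the data, passing the limit was not always enough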;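 further: 0% = enzyme with substrate and 100% = substrate without enzyme; some results filed as inactive read as strong as hits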
Target sequence (Q92905 whole entry, looked up, one chain of several): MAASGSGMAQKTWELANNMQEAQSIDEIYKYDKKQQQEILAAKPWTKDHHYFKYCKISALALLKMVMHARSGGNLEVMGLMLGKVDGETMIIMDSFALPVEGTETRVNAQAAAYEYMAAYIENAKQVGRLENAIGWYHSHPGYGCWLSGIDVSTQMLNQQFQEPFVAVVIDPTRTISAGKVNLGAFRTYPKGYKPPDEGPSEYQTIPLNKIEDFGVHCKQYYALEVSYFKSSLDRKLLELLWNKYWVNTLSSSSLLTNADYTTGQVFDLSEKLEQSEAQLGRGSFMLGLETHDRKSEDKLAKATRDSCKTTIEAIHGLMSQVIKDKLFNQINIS
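assay system = purified human Csn5 enzyme expressed in HEK293T cells | amount = 0.24 nM enzyme | buffer or medium = Tris/NaCl/DTT buffer, pH 7.5 | reagent = 10 nM SCFSkp2-Nedd8OG | compound = one concentration, 12.5 µM, 0.25% DMSO | times = 90 min reaction at room temperature | signal = FP | read-out basis = % inhibition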
MsrA act: bovine MsrA enzyme activators, primary screen, biochemical, absorbance, HTS; Methionine sulfoxide reductase A (Bos taurus); purified bovine MsrA, absorbance read-out; activation, % at 10.6 µM; 0.3% of 360,000 active; AID 602163, 2012; in the data active means activation above about 7.5%;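 further: 0% = vehicle and 100% = reference activator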
Rin1-Abl PPI inh: inhibitors of Rin1-Abl protein binding, primary screen, biochemical, TR-FRET; Tyrosine-protein kinase ABL1 (Homo sapiens) + Ras and Rab interactor 1 (Homo sapiens), …; inhibition, % at 7.35 µM; 0.4% of 360,000 active; AID 588664, 2011; in the data active means inhibition above about 5%, passing the limit was not always enough
eLon inh: inhibitors of E. coli Lon protease, primary screen, biochemical, fluorescence polarization | P0A9M0 | purified E. coli Lon protease | inhibition, % at 7.94 µM | 0.42% of 360,000 active | AID 602123, 2011; in the data active means inhibition above about 13%, passing the limit was not always enough;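 further: 0% = enzyme with probe and DMSO and 100% = no enzyme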
FAS TE block: FAS thioesterase domain inhibitors, primary screen, biochemical, fluorescence intensity, uHTS; inhibition, % at 15 µM; AID 602261, 2012; 0.67% of 360,000 active; Fatty acid synthase (Homo sapiens), P49327; recombinant FAS-TE, OMFH fluorogenic substrate, fluorescence endpoint;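 active means compounds whose normalised, plate-corrected inhibition of enzyme fluorescence in the single-dose primary screen is 50% or more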;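 further: 0% = DMSO with enzyme and 100% = substrate without enzyme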
MsrA inh: bovine MsrA enzyme inhibitors, primary screen, biochemical, absorbance, HTS | Methionine sulfoxide reductase A (Bos taurus) | 0.75% of 360,000 active | inhibition, % at 15.5 µM | AID 651718, 2012 | purified bovine MsrA, absorbance read-out; in the data active means inhibition above about 4.5%;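 further: 0% = vehicle wells with enzyme and 100% = reference inhibitor wells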
Neddylation inh: inhibitors of cullin neddylation, primary screen, biochemical, TR-FRET, uHTS, NAE and Ubc12 | 0.58% of 360,000 active | AID 651699, 2012 | calls only at 25 µM | NEDD8-conjugating enzyme Ubc12 (Homo sapiens) + NEDD8-activating enzyme E1 regulatory …; in the data active means inhibition above about 36%
Target sequence (P61081 whole entry, looked up): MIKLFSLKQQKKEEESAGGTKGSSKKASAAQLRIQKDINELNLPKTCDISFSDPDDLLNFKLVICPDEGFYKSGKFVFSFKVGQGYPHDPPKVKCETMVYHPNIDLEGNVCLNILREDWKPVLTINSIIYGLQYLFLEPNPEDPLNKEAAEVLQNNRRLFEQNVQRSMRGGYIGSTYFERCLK
Target sequence (Q13564 whole entry, looked up): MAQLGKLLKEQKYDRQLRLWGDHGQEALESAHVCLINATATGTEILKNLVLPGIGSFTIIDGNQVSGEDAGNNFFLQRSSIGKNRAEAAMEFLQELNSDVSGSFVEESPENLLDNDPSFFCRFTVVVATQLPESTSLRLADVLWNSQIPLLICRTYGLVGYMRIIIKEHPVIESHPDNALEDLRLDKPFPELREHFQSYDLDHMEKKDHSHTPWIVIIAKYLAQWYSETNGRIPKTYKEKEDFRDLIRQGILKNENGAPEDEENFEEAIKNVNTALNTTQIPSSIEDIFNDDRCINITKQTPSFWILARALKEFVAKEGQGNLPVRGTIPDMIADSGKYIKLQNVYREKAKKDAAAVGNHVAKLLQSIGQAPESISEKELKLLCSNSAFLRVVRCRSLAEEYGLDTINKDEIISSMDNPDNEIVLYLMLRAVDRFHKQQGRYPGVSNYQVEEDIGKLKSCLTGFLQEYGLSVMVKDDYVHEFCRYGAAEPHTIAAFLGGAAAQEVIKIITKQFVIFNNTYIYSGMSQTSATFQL
* = called active by the depositor; i = inactive; · = not tested or not shown.

compound	CSN deneddyl inh	Rin1-Abl PPI inh	TbMetRS inhib	Neddylation inh	MLLE-PAM2 inh	eLon inh	MsrA inh	FAS TE block	MsrA act
CCOC(=O)C1=C(C)N[C@@]2(O)c3ccccc3C(=O)[C@@]12O	2	3	1.1	i	10	1	-1.2	-6	-1
Cc1cccn2c(=O)c(/C=N/O)c(N3CCCCC3)nc12	-2	0	0.1	i	15	-4	·	-4	-3
CCOC(=O)CNC(=O)c1sc(NC(=O)/C=C/c2ccccc2)nc1C	4	0	-0.2	·	2	6	-0.6	-12	-1
CCCCCCC(=O)Nc1nc(C)c(-c2csc(Nc3cc(Cl)ccc3OC)n2)s1	4	2	0.6	i	-17	-4	-0.2	18	-3
CCc1ccc(CN(C)C(=O)c2cc(COc3ccc(OC)cc3Cl)on2)nc1	5	5	1.3	i	4	-3	1.9	2	-3
Cc1ccccc1NC(=O)CSc1nc2ccccc2c(=O)n1C	-1	-2	-1.6	i	-13	0	-1.1	1	-3
COc1ccc(-n2nnnc2SCC(=O)N2CCCC2)cc1OC	-4	4	-0.7	i	7	-5	-0.2	-14	-3
CCN1CCCC1CN(Cc1cc2cc(OC)ccc2[nH]c1=O)C(=O)NCc1ccccc1 (stereo not drawn)	4	1	0.6	i	-2	-7	1.0	-6	3
CN(CC(=O)Nc1ccc(Cl)cc1)C(=O)CCNC(=O)c1ccc(Cl)cc1	-2	-1	2.7	i	-44	5	-0.6	8	-6
CCCCC(=O)Nc1nnc(C2=COCCO2)o1	0	5	-0.2	i	7	-10	0.8	-3	-7
O=C(CN1CCCCCCC1)N/N=C/c1ccc([N+](=O)[O-])o1	-3	1	-0.7	i	-1	6	0.8	-4	-2
O=C(O/N=C1\CCS(=O)(=O)c2sccc21)c1ccccc1	-3	2	-1.3	i	5	0	-0.1	-7	-7
CCOC(=O)C1CCCN(C(=O)C2CCC(CNS(=O)(=O)c3ccc(NC(C)=O)cc3)CC2)C1 (stereo not drawn)	3	5	1.8	i	-7	-1	0.4	-3	0
O=C(O)c1ccccc1NCc1cccs1	-7	0	0.4	i	2	-20	0.4	-4	-2
O=C(NCc1ccco1)c1ccc2c(=O)n(CCC3=CCCCC3)c(=O)[nH]c2c1	7	-1	-0.8	i	-3	-3	-0.6	-5	-8
Cn1ccc2c(-c3ccc(C(C)(C)C)cc3)cc3c(c21)C1CCC3C1 (stereo not drawn)	2	0	0.7	i	10	-9	1.3	8	-1
CC(Sc1nc2ccc(Br)cc2[nH]1)C(=O)O (stereo not drawn)	7	3	1.0	i	3	1	-0.7	-8	-4
CCN(CC)S(=O)(=O)c1ccc(N2CCOCC2)c(NC(=O)c2cc(-c3ccccn3)nc3ccccc23)c1	-3	3	0.5	i	15	0	2.1	28	-2
COc1ccc(C(=O)NNC(=O)c2cc(C)nc3ccccc23)cc1	-2	0	0.6	i	-6	4	0.2	-6	-2
Cc1ccc(-n2c(N)c(C(N)=O)sc2=S)cc1	4	-5	-0.3	i	32	1	3.0	-6	-14
CCC(=O)Nc1ccc(C(=O)Nc2cccnc2)cc1	-9	2	0.0	i	-12	-5	-0.9	-4	15*
CCOc1ccc(S(=O)(=O)N2CCN(CN3C(=O)CC4(CCCC4)C3=O)CC2)cc1	-3	-3	-0.5	i	13	0	-0.3	-6	-1
CC1=CC(C)(C)n2c(O)c(N=N)c3c(C)c(C)cc1c32	-2	-2	-0.1	i	5	4	3.9	29	-5
CC(=O)Nc1ccc(NC(=O)CCn2c(=O)oc3ccccc32)cc1	4	1	-0.6	i	2	12	·	-6	-3
COc1ccc(-c2csc(NC(=O)C3CSC4(C)CCC(=O)N34)n2)cc1OC (stereo not drawn)	0	1	-0.6	i	23	1	0.2	-7	-8
COc1ccc(S(=O)(=O)N(C)c2ccc(C(=O)NCC3CCCO3)cc2)cc1OC (stereo not drawn)	-2	2	-0.5	i	12	5	-0.1	-7	-7
COCCn1c(C)cc(C(=O)CSc2cc(C)c3ccccc3n2)c1C	4	-4	-0.7	i	7	-8	-1.2	23	-10
O=c1/c(=C/c2ccco2)sc2n1CN(c1cccc(Br)c1)CN=2	6	-2	0.7	i	-83	-6	5.2*	19	7
Cc1sc2nc(C(C)Nc3ccccc3N3CCOCC3)[nH]c(=O)c2c1C (stereo not drawn)	1	0	-0.4	·	-7	-7	-0.1	-2	-4
O=C(COC(=O)c1cc2c(s1)CCCC2)NCc1ccccc1Cl	-1	0	-0.4	i	-10	3	-0.9	11	-2
Cc1n[nH]c(=S)n1-c1cccc(Cl)c1	-10	2	-0.4	i	-11	-6	2.0	-8	6
COc1cc(OC)cc(C(=O)NC(C(=O)OCn2nnc3ccccc3c2=O)C(C)C)c1 (stereo not drawn)	-4	-2	-0.4	i	-4	-11	0.6	4	-4
CCCCCCn1cc(CN2CC(N3CCN(CCO)CC3)CS2(=O)=O)nn1 (stereo not drawn)	-1	·	-0.8	i	·	1	1.0	-9	-3
O=C(NCc1ccc2c(c1)OCO2)c1ccc(Cl)nc1	7	-3	0.6	i	3	13	0.6	1	-3
Cc1ccc(OCC(=O)O/N=C(\N)c2ccncc2)c(C)c1	1	1	0.3	i	15	-5	1.0	5	-2
COc1ccc(OCCN2CCC(C(=O)NC(c3ccsc3)c3ccccc3C)CC2)cc1 (stereo not drawn)	4	-2	0.1	i	-3	-1	-0.1	1	-1
Cc1ccc(-c2n[nH]c(=S)n2C)cc1Cl	-1	0	-1.1	i	-9	1	1.0	-4	0
CC(=O)Cn1cnc2c(cnn2-c2ccc(F)cc2)c1=O	-1	-2	0.2	i	-12	-10	-0.2	-4	-3
CS(=O)(=O)c1ccc(Cl)c(NC(=O)COC(=O)c2ccc(-n3cnnn3)cc2)c1	-2	5	-0.2	i	-3	2	-0.2	-6	-2
COc1cccc(C2c3c(-c4ccccc4)n[nH]c3C(=O)N2c2ccc(C(=O)O)cc2)c1 (stereo not drawn)	-1	-2	-0.2	i	-8	-8	0.9	-1	-1
Cn1c(-c2ccsc2)c(-c2cccs2)c2cc(-c3ccc4[nH]ccc4c3)ccc21	-7	2	-0.3	i	4	-10	1.8	17	-3
C=CCc1cccc2cc(C(=O)Nc3ccc(CC(=O)O)cc3)c(=O)oc12	2	0	-0.1	i	-3	-1	3.8	-8	-4
Cc1onc(-c2c(Cl)cccc2Cl)c1C(=O)NNc1ccccc1	6	2	0.4	i	6	2	-0.9	0	-3
Nc1[nH]c(N=NC(=O)c2ccccc2O)c2ccccc12	-2	-2	-0.9	i	6	-8	4.6*	-12	-10
CCOc1cc(Br)c(/C=C2/C(=O)N(C)C(=S)N2CC(=O)OC)cc1OC	-4	2	-0.3	i	-6	-3	1.3	14	-7
CC(OC(=O)C1=COCCO1)C(=O)c1ccc(C(C)(C)C)cc1 (stereo not drawn)	1	3	-0.1	i	6	-4	-0.7	10	0
CC(=O)Nc1nc2ccc(Br)cc2s1	-4	4	0.3	i	1	-4	-1.6	-7	-4
Cc1cccc(N(NC(=O)C(C)(C)O)C(=O)c2ccccc2)c1	0	-2	-0.7	i	-2	2	-0.7	-2	-7
CCC1(C)NC(=O)N(/N=C/c2cc(OC)c(O)c(OC)c2)C1=O (stereo not drawn)	-1	-2	-1.3	i	6	4	0.6	-4	-2
CCOc1ccc(-c2nc(CSc3nnc(N)s3)cs2)cc1	-4	1	-1.3	i	0	-10	0.7	-2	-8
COC(=O)CN1C(=O)C(C)(C)Oc2ccc(C(=O)Nc3ccccc3F)cc21	0	1	-1.6	i	-4	5	-1.1	1	-9
Cc1ccc(NC(=O)/C(C#N)=C/c2cccs2)c(C)c1	1	-1	-0.9	i	-10	-3	1.1	-5	2
O=[N+]([O-])c1ccc(N2CCN(CCO)CC2)c2ncccc12	-3	-14	-0.6	i	8	-6	-0.1	-6	-4
COCCn1c(C)cc(C2=NNC(=NC3CC3)SC2)c1C	-1	0	-0.8	i	16	1	1.9	-5	-3
COc1cccc(COC(=O)C2CC(=O)N(Cc3ccccc3)C2)c1OC (stereo not drawn)	-4	4	-0.7	i	2	-7	-0.7	-4	-9
O=S(=O)(CCN1CCN(c2ccccc2O)CC1)c1ccc(Cl)cc1	0	3	0.4	i	-20	-6	0.0	-2	-2

An excerpt of these results, field by field.
Molecule: Cc1ccc(NC(=O)/C(C#N)=C/c2cccs2)c(C)c1
- CSN deneddyl inh: 1
- Rin1-Abl PPI inh: -1
- TbMetRS inhib: -0.9
- Neddylation inh: i
- MLLE-PAM2 inh: -10
- eLon inh: -3
- MsrA inh: 1.1
- FAS TE block: -5
- MsrA act: 2
Molecule: O=[N+]([O-])c1ccc(N2CCN(CCO)CC2)c2ncccc12
- CSN deneddyl inh: -3
- Rin1-Abl PPI inh: -14
- TbMetRS inhib: -0.6
- Neddylation inh: i
- MLLE-PAM2 inh: 8
- eLon inh: -6
- MsrA inh: -0.1
- FAS TE block: -6
- MsrA act: -4

Next entries:
compound	CSN deneddyl inh	Rin1-Abl PPI inh	TbMetRS inhib	Neddylation inh	MLLE-PAM2 inh	eLon inh	MsrA inh	FAS TE block	MsrA act
CC(C)c1ccccc1NC(=O)c1ccco1	3	1	-0.7	i	-7	-8	-1.2	-8	-6
O=C1CCC(C(=O)Nc2ccccc2N2CCCC2)=NN1	2	1	-0.3	i	-1	-22	0.3	-7	1
Cc1nc2ccccn2c1C(=O)N/N=C/c1ccccc1	1	5	-2.0	i	2	-5	2.3	-5	-10
O=C(O)c1ccccc1N1C(=O)C2C3c4ccccc4C(Br)(c4ccccc43)C2C1=O (stereo not drawn)	8	3	-0.2	i	-1	-2	1.7	-4	-5
CCCCCc1c(C)nc(Nc2ccccc2)[nH]c1=O	2	-2	7.8*	i	3	5	-0.9	7	0
Cc1oc(-c2ccccc2F)nc1CS(=O)(=O)CC(=O)NCc1ccccc1Cl	3	0	0.8	i	1	2	-0.1	8	0
O=C1C2C3C=CC(C2C(=O)N1CCCO)C1C2C(=O)N(CCCO)C(=O)C2C31 (stereo not drawn)	0	4	-0.5	i	-7	-4	-0.2	-7	-2
O=S(=O)(Nc1cccc(-c2cn3c(n2)SCC3)c1)c1ccccc1F	2	-2	-0.1	i	-3	1	0.6	0	-3
COCCNC(=O)C(=O)c1c(-c2ccccc2)[nH]c2ccccc12	4	0	-0.5	i	-4	3	3.0	-3	-4
O=C(NCCSCc1ccc(Cl)cc1Cl)c1ccc(CN2CCOCC2)cc1	-5	4	-0.2	i	3	4	0.2	1	-9
CCOc1ccc(NC(=O)CSc2cn[nH]n2)cc1	-5	0	-0.4	i	7	1	2.5	-11	-2
Cc1ccccc1Nc1ccc([N+](=O)[O-])cn1	-2	1	-2.5	i	-2	-2	3.2	11	-13
COc1cc(-c2noc(C)c2C(=O)NCCO)cc(OC)c1OC	-2	1	-0.3	i	-5	-6	-0.1	-15	1
Cc1ccc(S(=O)(=O)N2CCN(S(=O)(=O)N3CCCCC3)CC2)cc1C	7	-1	-0.3	i	-1	0	0.8	-2	0
